PKA-R1A activ = activators of PKA-R1A holoenzyme, primary screen, biochemical, fluorescence polarization, Cy5-IP20, bovine R1A, mouse PKAc | activation, % at 11.4 µM | PKA-R1A dissociation; scaled: DMSO 0%, 113 µM cGMP 100% | hit rate 0.083% among 340,000 | cAMP-dependent protein kinase type I-alpha regulatory subunit (Bos taurus) + … | AID 504707, 2011;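 active = percent activation above the mean of all tested compounds plus 3 SD, cut at about 19% in these data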;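 note: higher means more PKAc released from R1A so a rise in polarization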
Pemphigus Ab inh = inhibitors of pemphigus antibody binding to DSG3, primary screen, biochemical, bead-based, flow cytometry, scFv-GFP; hit rate 0.48% among 310,000; Desmoglein-3 (Homo sapiens), P32926; AID 588358, 2011; DSG3-coupled beads, scFv-anti-DSG3-GFP binding; active compounds read low; binding (percent of control), % at 10 µM;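 active = binding more than 3 SD below its plate's average and above zero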;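 note: hits lower antibody fragment binding to DSG3; some compounds called inactive have numbers as strong as hits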
PKA-R2B activ = activators of PKA-R2B holoenzyme, primary screen, biochemical, fluorescence polarization, Cy5-IP20, human. hit rate 0.079% among 340,000. cAMP-dependent protein kinase catalytic subunit beta (Homo sapiens) + cAMP-dependent …. PKA-R2B holoenzyme dissociation; R2B truncated from residue 108, S112A mutant; 0% DMSO only, 100% 113 µM cGMP. AID 504700, 2011. activation, % at 11.4 µM;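 active = activation above a cutoff set at the mean over all compounds plus 3 SD, cut at about 18% in these data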;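 note: higher means more holoenzyme dissociation and a rise in polarization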
Target sequence (P31323 whole entry, looked up, other chains not shown, the tested form may be a part): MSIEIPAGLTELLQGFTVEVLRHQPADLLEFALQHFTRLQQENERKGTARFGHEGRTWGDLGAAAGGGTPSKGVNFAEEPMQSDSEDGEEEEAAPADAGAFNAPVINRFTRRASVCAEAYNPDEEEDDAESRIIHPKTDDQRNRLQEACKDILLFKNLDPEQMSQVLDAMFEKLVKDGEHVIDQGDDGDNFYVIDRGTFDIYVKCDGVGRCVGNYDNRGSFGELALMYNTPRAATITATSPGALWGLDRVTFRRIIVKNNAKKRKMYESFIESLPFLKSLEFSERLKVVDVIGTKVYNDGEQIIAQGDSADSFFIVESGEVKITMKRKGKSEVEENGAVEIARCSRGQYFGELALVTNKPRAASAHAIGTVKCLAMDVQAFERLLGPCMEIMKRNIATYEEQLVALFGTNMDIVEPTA
Arrestin-AP2 inh = inhibitors of beta-arrestin/AP2 binding, primary screen, biochemical, GPCR trafficking, flow cytometry | FITC-arrestin peptide / GST-AP2 beads; AP2 beta2 appendage carries R879A mutation | inhibition, % at 10 µM | hit rate 0.31% among 340,000 | AID 504490, 2011;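 active = inhibition above a set limit, near 3 SD of compounds lacking own fluorescence, cut at about 54% in these data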;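 note: plate controls were DMSO wells for no effect and 5 µM unlabelled arrestin peptide for full effect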
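System: GST-AP2 R879A glutathione beads; medium: PBS, Tween 20 0.05%, BSA 0.1%; reagent: fluorescein-tagged arrestin peptide at 50 nM final; schedule: pre-incubation 12 min, peptide binding 1 h, room temperature; detection: flow cytometry, FL1 (488/535 nm); read-out: inhibition as reduced fluorescein signal on beads, percent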
CDK5 inh = inhibitors of human CDK5/p35 kinase, primary screen, biochemical, single concentration; Recombinant CDK5/p35, ADP-Glo luminescence, 60 min; AID 488839, 2010; hit rate 0.01% among 330,000; inhibition, % at 10 µM;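 active = highest replicate inhibition of at least 50% and at least 75% of replicates reaching 50%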;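 note: plate controls were DMSO neutral control for no effect and GW8510 at 10 µM for full effect; many of its hits are not listed in these tables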
NSD2 inh = NSD2 histone methyltransferase inhibitors, primary screen, biochemical, AlphaScreen, single concentration, set 2 | NSD2 peptide methylation, 120 min | hit rate 0.54% among 310,000 | inhibition, % at 12.5 µM | AID 743445, 2014; in the data active = inhibition above about 50%
dFosB act = activators of delta FosB homodimer, primary screen, biochemical, fluorescence polarization, TAMRA-CDK5 oligo, single point. activation, % at 25 µM. purified delta FosB; percent of positive-control signal above neutral wells. hit rate 0.99% among 340,000;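 active = mean activation above about 17%, with every replicate also reaching it, limit read from the data, passing the limit was not always enough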;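 note: fluorescence polarization rise as delta FosB binds a TAMRA Cdk5 AP-1 oligo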
Mot1-301 SUMO = yeast Mot1-301 growth rescue at high temperature, primary screen, SUMOylation pathway inhibitor project, S. cerevisiae, ATP luminescence, 38.5C; S. cerevisiae Mot1-301 growth rescue; percent above DMSO median, 100 means doubled; growth rescue, % at 18.8 µM; hit rate 1% among 320,000; AID 2716, 2010;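 active = every valid replicate shows activation above 250% relative to neutral control wells; inactive = the rest, any valid replicate at or below 250%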;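 note: OY570 slx delta 5 strain wells were the positive control but not used for scaling; some compounds called inactive have numbers as strong as hits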
SR-BI HDL uptake = inhibitors of SR-BI mediated HDL lipid uptake, primary screen, ldlA[mSR-BI] cells, fluorescence, single point | ldlA[mSR-BI] CHO cells, DiI-HDL uptake fluorescence, 3 h | inhibition, % at 12.5 µM | hit rate 0.96% among 320,000 | AID 488896, 2010;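 active = mean replicate inhibition of at least 70% and a set share of replicates each scoring 70 or more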;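 note: 0% = median of neutral control wells and 100% = median of positive control wells; values of inactives mirror those of a sister screen read the other way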
Target sequence (Q61009 whole entry, looked up): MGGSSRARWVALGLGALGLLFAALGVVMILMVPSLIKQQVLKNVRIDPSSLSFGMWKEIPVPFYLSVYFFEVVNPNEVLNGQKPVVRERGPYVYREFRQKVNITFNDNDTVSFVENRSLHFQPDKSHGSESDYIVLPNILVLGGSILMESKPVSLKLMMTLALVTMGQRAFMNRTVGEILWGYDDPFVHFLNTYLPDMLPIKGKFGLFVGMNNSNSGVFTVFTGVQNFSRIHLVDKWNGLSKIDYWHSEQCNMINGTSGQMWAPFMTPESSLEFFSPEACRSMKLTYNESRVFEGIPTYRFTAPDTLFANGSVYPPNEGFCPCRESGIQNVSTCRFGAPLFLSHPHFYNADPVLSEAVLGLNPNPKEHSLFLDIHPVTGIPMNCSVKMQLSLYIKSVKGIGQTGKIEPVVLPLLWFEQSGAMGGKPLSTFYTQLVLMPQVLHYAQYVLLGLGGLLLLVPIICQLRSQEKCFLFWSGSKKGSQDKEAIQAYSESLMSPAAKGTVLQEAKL
SR-BI uptake up = activators of SR-BI mediated DiI-HDL uptake, primary screen, ldlA[mSR-BI] CHO cells, DiI fluorescence; 3 h; 100 = double the neutral-control signal; activation, % at 12.5 µM; hit rate 0.096% among 320,000; AID 504775, 2011;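 active = mean replicate activation of at least 60% and every replicate at or above 60%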;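 note: 0% = median plate neutral-control signal and 100% = twice that signal; values of inactives mirror those of a sister screen read the other way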
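Material – SR-BI-overexpressing, LDLR-lacking CHO cells · Medium – BSA-supplemented, HEPES-buffered Ham's F12, pH 7.4 · Doses – single concentration · Times – compound with DiI-HDL co-incubation, 3 h at 37 °C · Measured by – bottom-read fluorescence, 550/595 nm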
MITF act = activators of MITF-driven TRPM1 promoter reporter, primary screen, cell-based, SK-MEL-5, luciferase, single point; activation, % at 12.5 µM; AID 588334, 2011; hit rate 0.75% among 300,000; SK-MEL-5 TRPM1-promoter luciferase, 24 h; % of positive control, neutral wells = 0;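 active = mean activation of at least 80% with every replicate also reaching 80%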;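 note: 0% = neutral control wells and 100% = parthenolide positive control wells; values of inactives mirror those of a sister screen read the other way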
Starred values were filed as active, the others as inactive; x = no result given; & = joins results of further samples.

SMILES	PKA-R1A activ	Pemphigus Ab inh	PKA-R2B activ	Arrestin-AP2 inh	CDK5 inh	NSD2 inh	dFosB act	Mot1-301 SUMO	SR-BI HDL uptake	SR-BI uptake up	MITF act
Cc1ccc(CS(=O)(=O)Cc2ccc(C(=O)NCc3cccs3)o2)cc1	-17	98	-1	-6	1.7	1	-7	118	-8	8	-3
CCCC(C(=O)NCc1ccco1)N(Cc1ccco1)C(=O)CNS(=O)(=O)c1ccccc1 (configuration not stated)	-3	90	2	-2	1.8	15	3	15	x	x	1
O=C(Nc1ccc(C(F)(F)F)cc1)c1ccc2nc[nH]c2c1	-14	98	-6	-8	-0.4	-4	-6	-11	3	-3	-6
CC1(c2ccc3ccccc3c2)NC(=O)N(CC(=O)Nc2ncccc2O)C1=O (configuration not stated)	2	x	4	20	0.0	x	-1	2	-2	2	-1
Cc1ccc(-c2csc(Nc3ccccc3)[n+]2CCc2ccccc2)cc1	-2	97	-6	3	0.0	-3&-3	-7	11	x	x	2
O=S(N1CCCCCC1)C12CC3CC(CC(C3)C1)C2 (configuration not stated)	-3	107	12	-1	1.8	3	4	16	-11	11	-9
COc1ccc(S(=O)(=O)N2CCCCCC2)cc1NC(=O)Cc1ccccc1F	1	91	-8	-16	0.7	2	-2	586	x	x	-4
COc1ccc(C(c2nnnn2CC2CCCO2)N2CCN(c3ccc(F)cc3)CC2)cc1 (configuration not stated)	8	102	4	1	-3.7	2	2	42	-9	9	3
CCC(=O)N1c2ccc(S(=O)(=O)NC3CCCCC3)cc2CC1C (configuration not stated)	2	x	-10	-5	1.8	2	5	6	51	-51	-3
Cc1cc(C)n(C(=O)c2cccc([N+](=O)[O-])c2C)n1	4	117	6	-13	-6.3	0	-4	25	37	-37	x
N#Cc1nc(Cc2ccccc2)oc1NCc1cccnc1	-1	99	3	18	-2.0	0	-3	2	-19	19	-1
CCCCNC(=O)COC(=O)c1c2c(nc3ccccc13)/C(=C/c1cccs1)CC2	-1	96	5	5	1.2	-3	-4	160	21	-21	28
C=CCn1c(O)c(N=O)c2cc(C)ccc21	4	x	1	15	0.7	-1	0	-10	-2	2	-10
C#CCOCCOCCOCCNc1nc(N2CCOCC2)nc(N2CCN(C(=O)[C@H](CC(N)=O)n3cc(C(N)[C@@H](C)CC)nn3)CC2)n1 (some centres not stated)	-11	101	-1	17	1.4	x	-2	-6	-12	12	5
CCCN1C(=O)C2(SC(NC(C)=O)=NN2C(C)=O)c2cc(C)cc(C)c21 (configuration not stated)	0	92	-2	3	0.2	-1	-8	1	-9	9	x
Cc1c(NC(=O)C(C)OC(=O)C23CC4CC(CC(Br)(C4)C2)C3)c(=O)n(-c2ccccc2)n1C (configuration not stated)	-10	98	-2	27	2.0	-1	-46	-7	-4	4	7
Cc1cc(NC(=O)Nc2ccc3c(ccn3C)c2)sn1	16	101	5	7	0.6	x	-4	-5	14	-14	106*
COC(=O)CCCC(=O)N1CCCC(C(=O)c2ccc(-c3ccccc3)cc2)C1 (configuration not stated)	-15	114	-7	3	0.8	-4	-11	214	13	-13	x
O=C(Nc1ccccc1F)c1ccccc1-c1ccccc1	-8	100	-4	3	x	-5	0	9	39	-39	-11
CC1(C)CC(=O)NC=C(c2ccccc2)C1	6	110	3	0	-0.3	-2	-4	-11	-6	6	2
Cc1cc(C(=O)N2CCCC(N3CCN(c4cccc(C(F)(F)F)c4)CC3)C2)nn1C (configuration not stated)	-10	101	7	-5	0.2	3	-1	6	24	-24	-1
O=C(NC(c1ccccc1)C(Cl)(Cl)Cl)c1ccccc1 (configuration not stated)	-11	97	-19	8	x	-2	-1	0	-11	11	-8
Cc1sc2ncn(CC(=O)N3CCOCC3)c(=O)c2c1-c1ccccc1	-4	113	12	14	0.4	-1	-3	-3	-3	3	2
CSc1nc(Cl)cc(=O)[nH]1	-9	95	-3	40	1.1	2	3	-6	-27	27	0
Cc1nc2c(ncn2-c2ccccc2)c(=O)n1NC(=O)CN1CCOCC1	-3	107	0	-10	2.0	-1	1	7	-19	19	-11

As a short view, some entries already given.
SMILES	PKA-R1A activ	Pemphigus Ab inh	PKA-R2B activ	Arrestin-AP2 inh	CDK5 inh	NSD2 inh	dFosB act	Mot1-301 SUMO	SR-BI HDL uptake	SR-BI uptake up	MITF act
CC1(C)CC(=O)NC=C(c2ccccc2)C1	6	110	3	0	-0.3	-2	-4	-11	-6	6	2
Cc1cc(C(=O)N2CCCC(N3CCN(c4cccc(C(F)(F)F)c4)CC3)C2)nn1C (configuration not stated)	-10	101	7	-5	0.2	3	-1	6	24	-24	-1
O=C(NC(c1ccccc1)C(Cl)(Cl)Cl)c1ccccc1 (configuration not stated)	-11	97	-19	8	x	-2	-1	0	-11	11	-8
Cc1sc2ncn(CC(=O)N3CCOCC3)c(=O)c2c1-c1ccccc1	-4	113	12	14	0.4	-1	-3	-3	-3	3	2
CSc1nc(Cl)cc(=O)[nH]1	-9	95	-3	40	1.1	2	3	-6	-27	27	0
Cc1nc2c(ncn2-c2ccccc2)c(=O)n1NC(=O)CN1CCOCC1	-3	107	0	-10	2.0	-1	1	7	-19	19	-11

Other entries follow.
SMILES	PKA-R1A activ	Pemphigus Ab inh	PKA-R2B activ	Arrestin-AP2 inh	CDK5 inh	NSD2 inh	dFosB act	Mot1-301 SUMO	SR-BI HDL uptake	SR-BI uptake up	MITF act
COC(=O)c1c[nH]n2c(=O)c(Cl)c(C)nc12	-10	129	8	-11	-3.1	-1	4	-18	-5	5	9
COc1ccc(/C=C/C(=O)c2nc3ccccc3n2CC(=O)c2ccc(OC)cc2)cc1	0	x	-14	-2	-3.6	0	2	16	6	-6	2
CO/N=C/c1ccc(Oc2ccc(C)cc2)nc1	-7	121	-3	13	-1.3	-1	-9	495*	-20	20	45
CCOC(=O)c1ccc(NC(=O)Cn2ncc(Cl)c(Cl)c2=O)cc1	3	97	9	x	-0.4	9	-7	-15	-2	2	-103
CCOC(=O)Cc1cc(=O)c2c(=O)n(-c3ccccc3)[nH]c2[nH]1	-6	98	-6	3	-2.4	0	5	3	-25	25	-12
Cc1ccc(S(=O)(=O)N2CCCC2C(=O)NCc2ccncc2)cc1 (configuration not stated)	-2	92	-2	18	1.1	-2	-14	255	-4	4	-1
CC(C)C(=O)Nc1c(-c2ccc(Cl)cc2)c(=O)c2ccccc2n1C	5	95	4	-9	-0.5	-2	-5	11	-12	12	0
COc1ccc(C(CNC(=O)c2ccco2)N2CCCCC2)cc1 (configuration not stated)	x	103	x	7	0.1	0	2	11	-5	5	5
CC(C)(C)c1cc(/C=N/O)cc(C(C)(C)C)c1O	8	105	-3	4	20	3	-2	8	9	-9	11
CCc1cc2c(=O)c(-c3nc(C)cs3)coc2cc1O	-1	96	1	9	0.1	-2	15	-4	44	-44	48
O=C(Nc1ccc(Cl)cc1)c1ccc(OCC2CCCO2)cc1 (configuration not stated)	-4	97	-2	-1	2.1	4	2	-6	x	x	24
CC1CC(=O)Nc2ccccc2N1C(=O)Cn1cnc2ccc(Br)cc2c1=O (configuration not stated)	14	109	-6	16	1.0	-2	-7	x	9	-9	-9
Cn1cc(C(=O)c2cccc(Cl)c2Cl)cc1C#N	-4	102	-6	34	-2.2	-3	-1	-10	16	-16	-2
Cc1ccc(OCC(=O)OCC(=O)NC2CCCC2)cc1C	-13	x	-11	1	0.2	-4	-6	52	-39	39	-6
CCCN(CC(=O)Nc1cc(Cl)ccc1Cl)C(=O)c1ccccn1	-7	x	2	31	0.6	-3	-11	6	-6	6	x
Cc1cc(NS(=O)(=O)c2ccc(NC(=O)c3ccccc3F)cc2)no1	-15	98	-4	-1	1.5	10	4	-20	-11	11	5
O=C(N/N=C/c1cccnc1)c1cc2c(ccc3ccccc32)o1	6	100	-3	4	-0.2	7	32*	12	53	-53	5
CCC[C@@H](CN1CCC[C@H]1CN1C(N)=NC[C@@H]1Cc1ccccc1)N1C[C@@H]([C@H](C)CC)N(CCc2ccc(Cl)c(Cl)c2)C1=N	7	99	0	37	0.7	x	8	-13	-5	5	4
CC(=O)NC(Cc1ccccc1)C(=O)NC1CCN(C(=O)NCc2ccccc2)CC1 (configuration not stated)	-11	x	-1	25	-0.3	x	6	x	x	x	-3
O=C(c1ccc(Cl)cc1)N1CCCCC(Sc2nnc(-c3ccc4c(c3)OCO4)o2)C1=O (configuration not stated)	-3	103	-1	3	1.4	x	-3	-4	31	-31	-80
COc1ccc(S(=O)(=O)N2CCCC(C(=O)N3CCN(c4ccccc4)CC3)C2)cc1Cl (configuration not stated)	-13	113	-9	5	-1.5	0	-12	98	25	-25	-8
C#CC(=O)CCC1CCCN1C(=O)OC(C)(C)C (configuration not stated)	-1	101	0	-3	0.1	x	-8	-4	-11	11	6
CC(C)(C)c1ccc(NC(=O)CNC2CCCc3ccccc32)cc1 (configuration not stated)	-7	108	1	-1	0.6	0	3	129	10	-10	-3
COc1cccc(-c2cc(C(F)(F)F)nc(-n3cc(Cl)cn3)n2)c1	-2	x	11	-5	-0.8	-10	-8	99	5	-5	13
Cc1sc2ncnc(N3CCN(S(=O)(=O)c4ccc(Br)cc4)CC3)c2c1C	-6	104	-6	-16	0.7	2	-6	185	-17	17	-18
CSc1nc(N)nc(SCCS(=O)(=O)c2ccc(Cl)cc2)c1C#N	-10	105	-3	-9	2.2	1	-7	2	-11	11	1
Cc1ccc(NC(=O)CCNC(=O)Cn2ccc3ccccc3c2=O)cc1F	-4	99	1	3	0.2	-3	14	2	x	x	-3
CC(=O)NC(NC(=S)Nc1ccc(C)cc1C)C(Cl)(Cl)Cl (configuration not stated)	2	97	-7	32	0.6	0	-8	-9	-9	9	13

Bioassay records: PubChem BioAssay, several laboratories

Rows are unselected. About 4.7% of those tested had a hit in this group.
